CFTR F508del cor – correctors of CFTR F508del function in bronchial epithelial cells. activity (quench increase), % at 7.58 µM. AID 720511. CFBE cells, YFP halide quenching; stimulated with forskolin plus potentiator P3; % fluorescence drop versus neutral controls. 350,000 compounds, 0.36% hits;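 active = mean added fluorescence quench of at least 8% versus neutral control, with both replicates also reaching 8%; inconclusive = only one of the mean or replicate conditions met; inactive = mean below 8% and not both replicates reaching 8%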;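 note: cells transiently co-express mutant CFTR-F508del with the halide-sensitive YFP; corrector assay measuring rescue of mutant channel to the surface after 24 h compound exposure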
GSIS activator – primary screen for activators of insulin secretion dependent on glucose, INS-1E cells, GLuc reporter luminescence. INS-1E GLuc reporter insulin secretion, 2-3 h. activation, % at 16.6 µM. 370,000 compounds, 0.61% hits. AID 743287;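 active = lowest replicate activation of at least 40%, so every replicate reaches that level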;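 note: 0% = median of neutral control wells and 100% = median of IBMX positive control wells; some compounds called inactive have numbers as strong as hits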
XiGFP reactiv – reactivates the inactive X chromosome in mouse fibroblasts; activation, % at 7.58 µM; 360,000 compounds, 0.055% hits; XiGFP mouse fibroblasts, % GFP-positive cells imaging, 3 d; cells co-treated with 5-aza-dC sensitizer; scaled so ellipticine positive control = 100%; AID 743238;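 active = mean normalized replicate activation at least 10% and every replicate at or above 10%; inconclusive = only one of the two criteria met; inactive = mean below 10% and not all replicates reach 10%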;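 note: 0% = median of on-plate neutral control wells and 100% = ellipticine 6 µM median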
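System: 68-5-11 XiGFP fibroblast line; Timing: 3 days compound exposure; Compound dosing: one concentration, pinned; Benchmarks: positive control ellipticine, 6 µM final; Buffer or medium: DMEM containing 5-aza-dC.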
ERp5 inh – inhibitors of human ERp5. Q15084. ERp5 insulin aggregation, absorbance 650 nm, 90 min. inhibition, % at 9.99 µM. 350,000 compounds, 0.05% hits. AID 651711;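 active = mean replicate inhibition above about 25%, with every replicate also reaching it, limit read from the data, passing the limit was not always enough; inconclusive = only one of those two criteria met; inactive = neither criterion met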
Target sequence (Q15084 whole entry, looked up): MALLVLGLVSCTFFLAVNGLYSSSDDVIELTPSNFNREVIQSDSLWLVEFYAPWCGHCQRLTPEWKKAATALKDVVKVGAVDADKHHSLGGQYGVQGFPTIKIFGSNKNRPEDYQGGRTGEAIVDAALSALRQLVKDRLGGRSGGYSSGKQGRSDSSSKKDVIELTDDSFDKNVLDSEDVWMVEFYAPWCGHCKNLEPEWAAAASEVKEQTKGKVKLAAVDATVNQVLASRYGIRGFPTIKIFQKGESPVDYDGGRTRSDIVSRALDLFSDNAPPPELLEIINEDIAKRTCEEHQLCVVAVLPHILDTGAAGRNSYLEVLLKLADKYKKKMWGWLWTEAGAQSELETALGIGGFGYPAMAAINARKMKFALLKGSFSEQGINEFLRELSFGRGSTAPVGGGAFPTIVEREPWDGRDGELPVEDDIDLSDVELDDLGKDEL
DENV2 CPE – inhibitors of DENV2 cytopathic effect; DENV2-infected cells, cytopathic effect rescue, plate reader; CPE inhibition, % at 9.99 µM; 350,000 compounds, 1.7% hits; in the data active = CPE inhibition above about 20%, passing the limit was not always enough; inconclusive = no clear call, values can overlap the other calls; tested in BHK-21 cells;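 note: 0% = median of neutral control wells and 100% = median of positive control wells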
ARNT TACC3 PPI – ARNT/TACC3 interaction disruption. Q9Y6A5. AlphaScreen His-ARNT PAS-B/GST-TACC3 binding, luminescence; TACC3 fragment carries E629A point mutation. inhibition, % at 9.99 µM. 390,000 compounds, 0.66% hits. AID 623870;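 active = mean inhibition of replicates at least 50% and at least half of replicates each reaching 50%; inconclusive = half or more replicates reach 50% but mean below 50%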;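 note: 0% = complete ARNT plus TACC3 wells and 100% = ARNT alone without TACC3; many hits fall short of the cut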
EWS-Fli block – EWS/Fli transcriptional activity inhibition; AID 651661; A673 NR0B1-luciferase reporter, viability-normalised; 350,000 compounds, 0.67% hits; inhibition, % at 12.6 µM;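 active = mean inhibition of at least 50% after viability correction, with every replicate also passing that limit; inconclusive = mean reaches 50% but only one of two replicates passes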;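 note: firefly luciferase signal divided by Alamar Blue viability fluorescence both relative to DMSO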
PAX8 reporter – lowers PAX8-driven luciferase in RMG-I cells; RMG-I TPO-luciferase reporter, SteadyGlo, 24 h; inhibition, % at 12.6 µM; 360,000 compounds, 1.2% hits; AID 652154;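 active = mean replicate inhibition at least 60% with every replicate also reaching 60%; inconclusive = only one of the two criteria is met; inactive = mean below 60% and not all replicates reaching 60%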;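 note: luciferase light reporting Pax8 driven TPO promoter activity; plate controls were median of neutral control wells for no effect and mitoxantrone controls for full effect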
The depositor's hits bear a star; u = inconclusive; x = no result given.

cpd	compound	CFTR F508del cor	GSIS activator	XiGFP reactiv	ERp5 inh
1	CC1=NNC(=O)C1CCC(=O)N/N=C/c1ccc(Cl)cc1 (stereo not drawn)	-1.3	-2	0.3	-9
2	O=C(COC(=O)CCSc1ccccc1)Nc1ccccc1	2.2	-14	-0.1	-6
3	CCc1nc2ccccc2c(NC(=O)CN2CC(C)CC(C)C2)c1C (stereo not drawn)	-0.5	-9	0.1	-6
4	CC1(C)Cc2c(cnn2-c2ccc(F)cc2)C(NC(=O)CCC(F)(F)F)C1 (stereo not drawn)	1.7	-12	0.3	3
5	CCc1cc2c(=O)c(-c3nc4ccccc4n3C)coc2c(CN2CCCCC2)c1O	5.1	1	0.0	-3
6	O=C(c1ccc(F)cc1)N1C[C@H]2[C@@H](c3ccccc31)[C@@H](CO)N2Cc1ccc2c(c1)OCO2	1.7	-3	0.2	3
7	CC(OC(=O)CN1C(=O)NC2(CCCC2)C1=O)C(=O)c1ccccc1 (stereo not drawn)	1.3	-8	-0.1	-1
8	CCCOc1ccc(C2=CC(=O)C[C@H](c3ccc(OC)cc3)C2)cc1	-1.2	15	0.0	-5
9	CC(Oc1ccc2c(-c3ccccc3)cc(=O)oc2c1)C(=O)NCc1ccccn1 (stereo not drawn)	-1.7	-9	x	0
10	COc1ccc(CNC(=O)CN2C(=O)COc3ccc(S(=O)(=O)N4CCCC4)cc32)cc1	0.5	-1	0.0	0
11	Cc1cc2oc(=O)cc(CN(C)Cc3ccccc3)c2cc1C(C)C	1.2	-28	0.1	-2
12	C=CCCCCCCCCC(=O)Nc1ncccn1	-2.2	-3	0.0	0
13	CC(OC(=O)c1nn(C)c(=O)c2ccccc12)C(=O)Nc1ccc(S(N)(=O)=O)cc1 (stereo not drawn)	-2.5	14	-0.1	-1
14	O=C(CSc1nc2cc(Cl)ccc2s1)NCC1CCCO1 (stereo not drawn)	-0.3	3	-0.1	-5
15	C[C@H]1CN([C@@H](C)CO)C(=O)c2cc(NC(=O)Nc3ccc(F)cc3)ccc2O[C@H]1CN(C)C(=O)Nc1ccc(F)cc1	-1.8	-6	0.3	-7

cpd	DENV2 CPE	ARNT TACC3 PPI	EWS-Fli block	PAX8 reporter
1	6	0	16	5
2	17	3	-2	-7
3	-3	1	17	30
4	0	25	-24	-6
5	1	-3	8	17
6	1	5	3	10
7	-4	-8	-6	2
8	8	-3	-49	-13
9	-4	7	4	x
10	1	-2	-3	-11
11	6	x	16	21
12	x	1	-6	-19
13	u	-5	3	-46
14	4	x	-1	x
15	x	1	1	x

Reformatted with tabs: 10 of the compounds above
entry	SMILES	CFTR F508del cor	GSIS activator	XiGFP reactiv	ERp5 inh	DENV2 CPE	ARNT TACC3 PPI	EWS-Fli block	PAX8 reporter
5	CCc1cc2c(=O)c(-c3nc4ccccc4n3C)coc2c(CN2CCCCC2)c1O	5.1	1	0.0	-3	1	-3	8	17
6	O=C(c1ccc(F)cc1)N1C[C@H]2[C@@H](c3ccccc31)[C@@H](CO)N2Cc1ccc2c(c1)OCO2	1.7	-3	0.2	3	1	5	3	10
7	CC(OC(=O)CN1C(=O)NC2(CCCC2)C1=O)C(=O)c1ccccc1 (stereo not drawn)	1.3	-8	-0.1	-1	-4	-8	-6	2
8	CCCOc1ccc(C2=CC(=O)C[C@H](c3ccc(OC)cc3)C2)cc1	-1.2	15	0.0	-5	8	-3	-49	-13
9	CC(Oc1ccc2c(-c3ccccc3)cc(=O)oc2c1)C(=O)NCc1ccccn1 (stereo not drawn)	-1.7	-9	x	0	-4	7	4	x
10	COc1ccc(CNC(=O)CN2C(=O)COc3ccc(S(=O)(=O)N4CCCC4)cc32)cc1	0.5	-1	0.0	0	1	-2	-3	-11
11	Cc1cc2oc(=O)cc(CN(C)Cc3ccccc3)c2cc1C(C)C	1.2	-28	0.1	-2	6	x	16	21
12	C=CCCCCCCCCC(=O)Nc1ncccn1	-2.2	-3	0.0	0	x	1	-6	-19
13	CC(OC(=O)c1nn(C)c(=O)c2ccccc12)C(=O)Nc1ccc(S(N)(=O)=O)cc1 (stereo not drawn)	-2.5	14	-0.1	-1	u	-5	3	-46
14	O=C(CSc1nc2cc(Cl)ccc2s1)NCC1CCCO1 (stereo not drawn)	-0.3	3	-0.1	-5	4	x	-1	x

The results go on.
cpd	compound	CFTR F508del cor	GSIS activator	XiGFP reactiv	ERp5 inh
16	C[C@@H]1CN([C@H](C)CO)C(=O)c2cc(C#Cc3cccnc3)cnc2O[C@H]1CN(C)C(=O)CC1CC1	1.8	18	0.0	2
17	OCCNCc1cc(Br)ccc1OCc1ccc(F)cc1	-3.6	-11	0.0	-1
18	COC(=O)c1sc2nc(C)nc(SCC(=O)Nc3sccc3C(N)=O)c2c1C	-2.5	5	-0.1	0
19	CC(=O)Nc1ccc(S(=O)(=O)N2CCC(C(=O)c3ccc(F)cc3)CC2)cc1	-2.8	-13	0.1	-4
20	OC(c1cc(C(F)(F)F)nc2c(Cl)cc(Cl)cc12)C1CCCCN1 (stereo not drawn)	-1.3	-23	0.2	2
21	CCc1ccccc1N(CC(=O)NC(C)(C)CC)C(=O)CCC(=O)Nc1nccs1	-0.1	14	0.0	-2
22	COc1ccc(S(=O)(=O)N(CC(=O)NN=C2CCN(C)CC2)c2ccc(C)cc2)cc1OC	-1.3	7	-0.1	3
23	NC1=NC2CS(=O)(=O)CC2S1 (stereo not drawn)	x	9	0.0	-3
24	CCN=C1SC(C(=O)Nc2cccc(Br)c2)CC(=O)N1CC (stereo not drawn)	-0.5	-13	0.1	3
25	Cc1ccccc1CS(=O)(=O)CCC(=O)NCCN1CCN(c2cccc(Cl)c2)CC1	x	-16	0.8	x
26	CC1=CC(C)C2(COC(c3ccc[n+](C)c3)OC2)C(C)C1 (stereo not drawn)	0.1	-9	-0.3	-6
27	CN(C)CC(=O)Nc1ccc2c(c1)[C@H]1C[C@@H](CC(=O)NCc3ccccn3)O[C@H](CO)[C@H]1O2	0.5	18	0.1	7
28	Cc1ccsc1CN1CCC(C(=O)NCc2ccccc2Cl)CC1	x	-14	0.0	x
29	COCc1cc(N2CCCCC2)nc(-c2ccccc2)n1	-0.8	0	0.0	-6
30	Cc1cc(SCc2ccc(C(F)(F)F)cc2)nc(=O)[nH]1	-2.5	-10	0.3	-3

cpd	DENV2 CPE	ARNT TACC3 PPI	EWS-Fli block	PAX8 reporter
16	-1	x	-5	x
17	0	-3	2	13
18	-5	1	11	27
19	12	0	24	11
20	-12	3	33	15
21	-4	10	-2	20
22	2	2	2	7
23	-2	-6	0	-1
24	-7	-16	5	-4
25	x	0	x	13
26	-6	-6	3	45
27	u	-2	-11	-19
28	x	1	x	-24
29	-8	-6	6	-11
30	-4	-9	x	3

(further entries)
cpd	compound	CFTR F508del cor	GSIS activator	XiGFP reactiv	ERp5 inh
31	COc1ccc(Cl)cc1NC(=O)CN(C)C(=O)Cn1[nH]c(=O)c2ccccc2c1=O	-3.5	57	-0.1	-5
32	CCN(C[C@H]1N[C@@](Cc2ccccc2)(C(=O)OC)[C@H]2C(=O)N(Cc3ccccc3)C(=O)[C@@H]12)S(=O)(=O)c1ccc(C(F)(F)F)cc1	0.3	x	0.0	-10
33	O=C(CCN1CCCCC1)NCC[C@@H]1CC[C@@H](NC(=O)C2CCC2)[C@@H](CO)O1	-1.8	9	1.3	1
34	COCCCn1cc(C(=O)c2ccccc2OCC(=O)Nc2cccc(F)c2)cc(C#N)c1=O	-2.1	-8	0.0	2
35	COc1cc(C(=O)Nc2nc(-c3cccs3)cs2)cc(OC)c1OC	-1.0	-10	x	-3
36	CCN(CC)S(=O)(=O)c1ccc(C)c(NC(=O)CN2CCN(Cc3ccccc3)CC2)c1	0.7	-19	-0.1	-1
37	COc1ccc2c3c(n(C)c2c1)[C@@H](CO)N(CC1CC1)CC31CCN(C(=O)c2ccc3c(c2)OCO3)CC1	1.5	-3	0.4	0
38	Cc1ccc(N2CC(C(=O)N(C)CC(=O)Nc3ccc(Cl)c(C(F)(F)F)c3)CC2=O)cc1 (stereo not drawn)	9.2*	-67	0.2	17
39	CCOc1ccc(-n2nc3cc(C)c(N)cc3n2)cc1	0.4	-1	0.0	2
40	C[C@@H]1CCCCO[C@H](CN(C)C(=O)CCC(F)(F)F)[C@H](C)CN([C@@H](C)CO)C(=O)c2cc(NC(=O)Cc3ccccc3)ccc2O1	-1.4	-22	-0.2	3
41	CCn1c(=O)c(C(=O)CC#N)c(N)n(Cc2ccccc2)c1=O	0.7	-12	-0.1	-9
42	Nn1c(Cc2cccc3ccccc23)nnc1SCc1c(F)cccc1Cl	x	6	0.0	x
43	COc1cc(-c2nnc(SCC(=O)c3ccc(C)cc3)o2)cc(OC)c1OC	2.8	35	x	6
44	CN1C(=O)c2cc(NS(=O)(=O)c3ccc(Cl)cc3)ccc2OC[C@H]2O[C@H](CC(=O)N3CCc4ccccc4C3)CC[C@H]21	-1.5	-33	0.3	-1
45	CCN(CC)S(=O)(=O)c1ccc(N2CCCC2)c(NC(=O)c2ccc([N+](=O)[O-])o2)c1	-5.0	x	0.3	-4

cpd	DENV2 CPE	ARNT TACC3 PPI	EWS-Fli block	PAX8 reporter
31	u	-4	5	-94
32	6	1	7	17
33	12	-5	1	-3
34	2	3	7	17
35	-4	-1	-57	x
36	5	5	4	9
37	5	x	17	x
38	-10	10	9	25
39	-6	-7	25	-7
40	-1	-4	-3	-11
41	6	-7	11	0
42	x	-3	x	1
43	-4	4	1	x
44	-1	-3	3	28
45	-1	4	27	u

(more compounds)
cpd	compound	CFTR F508del cor	GSIS activator	XiGFP reactiv	ERp5 inh
46	Cc1ccc(/C=N/NC(=O)c2nn(C)cc2Cl)cc1	x	14	-0.1	x
47	CO[C@H]1CN(C)C(=O)c2ccc(NC(=O)NC(C)C)cc2OC[C@@H](C)N(S(C)(=O)=O)C[C@@H]1C	0.5	-4	-0.3	x
48	COc1ccc(S(=O)(=O)N(C)CC(=O)NCc2cccnc2)cc1Cl	0.7	6	x	-10
49	CC(NC(=O)c1ccc2c(=O)n3c(nc2c1)CCCCC3)c1ccccc1 (stereo not drawn)	2.0	23	0.0	1
50	Cc1onc(-c2ccccc2)c1C(=O)NC1CCCCC1C (stereo not drawn)	-0.1	-6	0.0	-10
51	Cc1noc(C)c1CSc1nnc2ccc3ccccc3n12	-1.7	35	x	1
52	O=C(Nc1ccccc1Cl)C(Cl)C(=O)c1ccccc1 (stereo not drawn)	-1.3	-4	0.0	0
53	Cc1ccc2c(CN3CCCCC3C)cc(=O)oc2c1C (stereo not drawn)	-2.4	3	0.2	-1

cpd	DENV2 CPE	ARNT TACC3 PPI	EWS-Fli block	PAX8 reporter
46	x	-6	x	-135
47	43*	x	3	-2
48	-3	-27	9	x
49	1	-3	-7	3
50	-9	x	10	-20
51	-5	4	-11	x
52	-4	-1	-2	15
53	-4	-11	5	9

Bioassay records as filed in PubChem.

Rows were taken by chance; 4.2% or so of the library scored in one or more.
